# High-throughput results as filed in PubChem.
# Fam108B counter: Fam108B inhibition, counter-screen for RBBP9 inhibitors; inhibition, % at 9.51 µM; AID 1947; recombinant Fam108B, FP-Rh probe fluorescence polarization; hit rate 0.33% among 300,000;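 active = inhibition above the screen mean inhibition plus 3 SD, computed separately per campaign, cut at about 18% in these data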;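 also: inhibitors lower polarization as less probe binds the enzyme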
# MEX-5 binding: C. elegans MEX-5 TCR-2 RNA binding activity. Q9XUB2. MEX-5/FITC-TCR2 RNA binding, fluorescence polarization; active compounds read low. activity score (negative = inhibition of binding), % at 10 µM. hit rate 0.38% among 300,000;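 active = inhibition past about -25% in most replicates, and total fluorescence under double the plate's negative control median, limit read from the data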;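 also: 0% = DMSO and -100% = 5 µM competing unlabeled TCR2 RNA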
# VLA-4 inh: inhibition in a human VLA-4 binding assay; hit rate 0.2% among 330,000; VLA-4 expressing cells, ligand binding flow cytometry; AID 2557; P13612; inhibition, % (about 7 µM as worked out from the volumes in the protocol); in the data active = inhibition above about 50%
# GRK2 inh: blocks RNA aptamer binding to human GRK2; bead flow cytometry, FAM-aptamer displacement from GRK2; AID 488847; inhibition of aptamer binding, % at 10 µM; P25098; hit rate 0.59% among 330,000;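 active = inhibition of aptamer binding above 40%, roughly 3 SD of noise, on plates passing a quality check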;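 also: median bead fluorescence of bound FAM aptamer so fluorescent compounds give negative values; no value below 0 was filed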
# Target sequence (P25098 whole entry, looked up): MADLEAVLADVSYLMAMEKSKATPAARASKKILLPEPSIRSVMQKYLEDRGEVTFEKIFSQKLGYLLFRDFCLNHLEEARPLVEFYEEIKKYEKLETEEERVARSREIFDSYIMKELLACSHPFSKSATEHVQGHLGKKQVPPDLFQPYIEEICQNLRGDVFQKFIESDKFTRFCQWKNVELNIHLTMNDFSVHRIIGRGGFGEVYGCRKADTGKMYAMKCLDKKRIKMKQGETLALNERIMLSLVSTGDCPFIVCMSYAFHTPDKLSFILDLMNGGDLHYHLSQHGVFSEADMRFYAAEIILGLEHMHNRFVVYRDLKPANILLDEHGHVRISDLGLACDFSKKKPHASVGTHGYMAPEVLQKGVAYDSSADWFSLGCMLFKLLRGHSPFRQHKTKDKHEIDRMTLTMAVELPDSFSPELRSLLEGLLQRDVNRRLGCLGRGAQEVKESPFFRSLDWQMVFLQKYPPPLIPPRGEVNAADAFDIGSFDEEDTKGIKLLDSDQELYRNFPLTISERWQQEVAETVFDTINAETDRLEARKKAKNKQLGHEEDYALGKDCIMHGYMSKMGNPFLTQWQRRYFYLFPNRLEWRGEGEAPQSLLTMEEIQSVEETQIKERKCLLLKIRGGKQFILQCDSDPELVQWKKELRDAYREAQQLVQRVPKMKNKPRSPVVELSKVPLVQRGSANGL
# GLD-1 TGE inh: GLD-1-TGE RNA interaction inhibition (C. elegans) | Q17339 | purified GLD-1 + fluorescein TGE RNA, fluorescence polarization | inhibition, % at 5.96 µM | hit rate 0.44% among 320,000 | AID 2280;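 active = percent inhibition above a per-plate cutoff, the plate mean of test compounds plus 3 SD, cut at about 30% in these data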;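 also: 0% = DMSO wells with GLD-1 and probe and 100% = wells lacking GLD-1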
# CIT2 TOR yeast: modulators of TOR pathway CIT2-GFP in S. cerevisiae; S. cerevisiae CIT2-GFP strain, flow cytometry, 3 h; 100 means same as DMSO wells; GFP response vs DMSO, % at 10 µM; hit rate 0.065% among 320,000; AID 2029;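 active = GFP response relative to DMSO above a set limit, near the screen mean plus 3 SD, cut at about 150% in these data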;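 also: ratio of well median GFP fluorescence to mean of DMSO wells on the plate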
# AGP1 TOR yeast: alters AGP1-GFP fluorescence in TOR pathway yeast screen | S. cerevisiae AGP1-GFP multiplex flow cytometry, 3 h; GFP as percent of DMSO wells | GFP response vs DMSO, % at 10 µM | hit rate 0.02% among 320,000 | AID 2066;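 active = GFP response relative to DMSO above a set limit, near screen average plus 3 SD, cut at about 150% in these data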;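 also: median GFP channel fluorescence of the gated AGP1 strain per well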
# MCL1-BIM inh: disrupts human MCL1 binding to BIM-BH3 peptide; Q07820; GST-MCL1 / FITC-Bim-BH3 fluorescence polarization; inhibition, % at 10.9 µM; hit rate 0.68% among 320,000;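 active = inhibition above the mean inhibition of all tested compounds plus 3 SD, set per campaign, cut at about 40% in these data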;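 also: 0% = DMSO wells and 100% = unlabeled Bim-BH3 peptide control; higher means more loss of mP so more displacement of Bim peptide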
# Target sequence (Q07820 whole entry, looked up): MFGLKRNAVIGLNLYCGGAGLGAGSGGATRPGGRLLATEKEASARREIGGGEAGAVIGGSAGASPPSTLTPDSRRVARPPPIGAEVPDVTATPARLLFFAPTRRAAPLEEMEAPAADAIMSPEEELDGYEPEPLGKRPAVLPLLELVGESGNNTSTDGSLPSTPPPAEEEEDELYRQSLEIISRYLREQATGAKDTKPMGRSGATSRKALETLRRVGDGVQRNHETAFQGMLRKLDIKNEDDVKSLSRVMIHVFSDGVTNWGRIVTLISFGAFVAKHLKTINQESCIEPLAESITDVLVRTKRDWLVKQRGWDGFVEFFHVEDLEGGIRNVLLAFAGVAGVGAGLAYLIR
# BCLXL inh: blocks human Bcl-xL binding to Bim BH3 peptide | Q07817 | hit rate 0.7% among 320,000 | inhibition, % at 10.9 µM | GST-Bcl-xL / FITC-Bim BH3 peptide fluorescence polarization | AID 2129;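 active = inhibition above the mean of all tested compounds plus 3 SD, cutoff set per campaign, cut at about 30% in these data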;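 also: 0% = DMSO wells and 100% = unlabeled Bim-BH3 peptide competitor; inhibitors lower millipolarization by displacing the labeled peptide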
# The depositor's hits bear a star; . = not tested or not shown. The order is random. Share with any hit: about 2.2%.
SMILES,Fam108B counter,MEX-5 binding,VLA-4 inh,GRK2 inh,GLD-1 TGE inh,CIT2 TOR yeast,AGP1 TOR yeast,MCL1-BIM inh,BCLXL inh
CN1CCN(NC(=O)Nc2cccc(F)c2)CC1,-1,0.2,6,0,5,107,92,8,3
CCCCN1C(=O)CCC(C(=O)O)C1c1ccccc1 (centres undefined),-1,1.0,-5,2,-5,91,.,0,5
COc1cc2c(OC(C)=O)c3c(c(-c4ccc5c(c4)OCO5)c2cc1OC)C(=O)OC3,2,0.9,31,0,3,87,96,-4,1
CC(C)(C)N(CC(=O)NC1CCCCC1)C(=O)CS(=O)CC(=O)Nc1ccc(F)cc1 (centres undefined),1,-0.8,0,1,4,108,108,-4,0
Cc1nc(CS(=O)(=O)c2ccc(Cl)cc2)sc1C(=O)O,3,0.1,-5,0,-1,.,.,10,-1
COc1ccc(NS(=O)(=O)c2cc(NC(=O)/C=C/c3cc(OC)ccc3OC)ccc2N2CCCCC2)cc1,-29,2.5,-3,1,2,107,108,10,5
CCCCC1=CC2=C(c3ccco3)C(=O)C(C)(OC(=O)c3ccc(OC)cc3)C(=O)C2=CN1Cc1ccco1 (centres undefined),2,-7.8,-9,0,22,99,89,31,25
CC1(C)CNC(=O)c2sc(NC(=O)CN3CCOCC3)nc2C1,2,-0.6,10,0,-1,98,101,4,8
Cc1nnc(C)n1/N=C/c1cc2ccccc2nc1Cl,-1,0.4,7,0,1,100,104,8,9
O=C(Nc1ccc(Cl)cc1)N(Cc1cccnc1)Cc1ccco1,-1,0.6,6,0,3,101,108,4,4
C#CCOCCOCCOCCNc1nc(N2CCN(C(=O)CCCCCCCCCCNC(=O)[C@H](CCCCN)n3cc(C[C@@H](C)CC)nn3)CC2)nc(N2CCN(C(=O)CCCCCCCCCCNC(=O)[C@H](CCCN=C(N)N)n3cc(C[C@@H](C)CC)nn3)CC2)n1,-7,.,14,0,-3,99,99,7,-3
O=C(CSc1nc(N2CCOCC2)nc(N2CCOCC2)n1)Nc1ccc(Cl)cc1Cl,0,2.9,0,3,-1,97,103,1,0
Cc1ccc(C(=O)Nc2nc(C(C)(C)C)cs2)s1,-3,-0.9,-9,5,3,91,95,-4,-6
CN(C)S(=O)(=O)c1cccc(NC(=O)Cc2ccsc2)c1,-6,-1.9,-2,0,-4,100,101,-3,0
O=C(Nc1cc(Cl)cc(Cl)c1)C(NCCCO)c1ccccc1 (centres undefined),1,3.5,8,0,3,101,114,2,5
O=C(CCc1ccccc1)NCC(=O)N/N=C/c1ccc2c(c1)OCO2,-3,-0.4,6,3,3,100,96,-2,-2
O=C(Nc1cccnc1Cl)c1cc(-c2ccccc2O)on1,-72,-2.8,-6,0,-4,94,99,-8,-1
CCCCn1c(N)c(N(CC)C(=O)c2cc(S(=O)(=O)N3CCN(CC)CC3)ccc2Cl)c(=O)[nH]c1=O,-4,-2.6,-3,0,2,85,72,10,4
Cc1ccc(CSc2nnc(CS(=O)Cc3ccc(Cl)cc3Cl)n2C)cc1 (centres undefined),2,-0.2,2,0,-1,105,98,2,-3
CC1(c2nnc(-c3cccc(Cl)c3)o2)CC(c2ccc(Br)cc2)=NO1 (centres undefined),-1,-0.2,.,.,1,.,.,1,2
CCOCCCNC(=S)N1CCCN(c2nc3cc(C)cc(C)c3cc2C#N)CC1,-4,-0.1,-25,5,7,98,96,7,5
Brc1ccc(-c2csc(/N=C/N3CCOCC3)n2)cc1,0,1.1,-3,5,5,79,96,-1,-9
O=C(N[C@@H](Cc1ccccc1)C(=O)OCc1ccccc1)c1nc[nH]c1C(=O)NC1CCNCC1,-1,9.8,-3,0,-4,100,104,0,2
C=CCNC(=S)NNC(=O)C(CCC(C)C)CC(C)(C)O (centres undefined),3,1.2,-10,0,5,106,104,3,5
Cc1cc(-n2c(C)cc(C(=O)CN3C(=O)NC4(CCCCC4)C3=O)c2C)no1,6,1.5,-38,0,1,89,93,-5,-4
CCCCc1ccc(NC(=O)CN2C(=O)C3CCCCC3C2=O)cc1 (centres undefined),-4,2.2,30,0,5,90,100,3,-3
Cc1cccnc1NC(=O)c1ccc(OCc2c(C)noc2C)cc1,-4,1.4,-3,1,2,105,91,3,1
CC(C)CC1(C(=O)NCc2cc(F)cc(C(F)(F)F)c2)C=CCN1C(=O)c1ccccc1 (centres undefined),2,0.1,.,.,3,.,.,0,3
COc1ccc2oc(C(=O)NCCC(C)C)c(C)c2c1,1,1.4,-3,0,10,101,98,-3,1
Cc1ccc(CNc2oc(C)nc2C#N)cc1,0,0.0,-1,5,4,91,99,1,7
CCc1nc2ccccc2c(=O)n1NCCc1ccccc1,1,2.7,11,0,6,103,99,2,10
CCOC(=O)CSc1nnc(CNC(=O)c2ccc([N+](=O)[O-])cc2)n1C,-3,0.4,19,0,-11,93,90,2,0
COC(=O)[C@@H](NC(=O)Nc1ccc(S(N)(=O)=O)cc1)C(C)C,-3,0.1,22,0,3,101,99,4,3
CC[N+](C)(CC)CCC[n+]1c(-c2ccccc2)c2cc(N)ccc2c2ccc(N)cc21,74*,.,42,62*,62*,98,100,122*,123*
CC(C)Cc1nnc(NC(=O)C2CSC3(C)CCC(=O)N23)s1 (centres undefined),-2,2.0,1,1,6,102,104,-2,2
CC1CCc2c(C(=O)NCc3cccnc3)csc2C1 (centres undefined),-2,-2.3,-1,1,7,169*,111,4,1
CCOC(=O)CNC(=O)COc1coc(CN2CCN(c3ccccc3)CC2)cc1=O,3,-2.8,19,4,-4,97,99,0,7
CCOC(=O)c1c(-c2ccc(C)cc2)csc1/N=C/N(C)C,3,2.1,-3,0,8,94,94,-9,-2
CCOC(=O)c1ccc(-n2c(N)c(C(=O)NCC3CCCO3)sc2=S)cc1 (centres undefined),-5,-1.0,1,1,4,103,104,6,8
O=C(Nc1ccc(Br)cc1Cl)Nn1cnnc1,2,-0.3,26,1,7,93,100,2,0
O=C(CCNC(=O)c1ccc([N+](=O)[O-])cc1)Nc1nccs1,-4,-1.8,5,0,5,89,108,-14,-9
Cc1ccc(-c2nnn(CC(=O)N(c3ccccc3F)C(C(=O)NCC3CCCO3)c3c[nH]c4ccccc34)n2)cc1 (centres undefined),-6,2.2,3,0,-3,101,101,-6,-1
Cc1cc(C(=O)OCn2nnc3ccccc3c2=O)c(C)n1-c1ccccc1,-1,4.5,0,1,-6,110,107,-4,4
Cc1ccccc1NC(=O)COc1coc(CN2CCN(c3ccccc3)CC2)cc1=O,1,0.8,12,1,2,100,109,4,1
Cc1ccc(O)c(-c2cc(-c3cccc(Br)c3)n[nH]2)c1,-8,0.2,18,0,1,95,95,-13,-12

# Some of these compounds in order of molar mass, highest first:
SMILES,Fam108B counter,MEX-5 binding,VLA-4 inh,GRK2 inh,GLD-1 TGE inh,CIT2 TOR yeast,AGP1 TOR yeast,MCL1-BIM inh,BCLXL inh
Cc1cc(C(=O)OCn2nnc3ccccc3c2=O)c(C)n1-c1ccccc1,-1,4.5,0,1,-6,110,107,-4,4
COC(=O)[C@@H](NC(=O)Nc1ccc(S(N)(=O)=O)cc1)C(C)C,-3,0.1,22,0,3,101,99,4,3
CC1CCc2c(C(=O)NCc3cccnc3)csc2C1 (centres undefined),-2,-2.3,-1,1,7,169*,111,4,1

# Other structures follow:
SMILES,Fam108B counter,MEX-5 binding,VLA-4 inh,GRK2 inh,GLD-1 TGE inh,CIT2 TOR yeast,AGP1 TOR yeast,MCL1-BIM inh,BCLXL inh
Cc1ccc(-c2ccc(/C=N\NC(=O)C3C(=O)NCC3c3ccccc3)o2)cc1Cl (centres undefined),-6,2.2,-2,0,2,91,103,10,4
COc1ccc(C)cc1NC(=O)CN(C)S(=O)(=O)c1ccc2c(c1)CCCN2C(C)=O,-1,-2.7,-8,0,4,102,96,1,8
Cc1cccc(CCN2C(N(C)C)=NC[C@@H]2Cc2ccccc2)c1,.,.,4,0,3,90,92,.,.
O=C(CC(NC(=O)c1ccccc1Cl)c1ccccc1)Nc1ccc2c(c1)OCO2 (centres undefined),-11,-4.0,-11,2,7,93,98,-11,1
COc1cc2nc(CN3CCN(C(c4ccccc4)c4ccccc4)CC3)[nH]c(=O)c2cc1OC,-2,-3.6,-19,3,0,98,105,0,2
N#C/C(=N\Nc1ccc(Cl)c(Cl)c1)C(=O)C1CC1,8,-1.5,18,0,6,106,114,5,1
Cc1cccc(NS(=O)(=O)c2cccc(C(=O)N3CCN(c4ccccn4)CC3)c2)c1,4,-0.4,10,1,2,90,96,3,10
Cc1noc(NS(=O)(=O)c2ccc(NC(=O)C(C)(C)C)cc2)c1C,3,0.8,0,3,-1,101,101,-1,-5
CC(=O)NC(=S)Nc1ccccc1N1CCCCC1,2,-0.8,-3,0,-1,103,99,3,1
CCCOc1ccc(NC(=O)C(=O)NCCCn2ccnc2)cc1,-3,3.8,0,1,-1,110,113,-1,8
O=C(CSc1nnc(CNC(=O)c2ccc(F)cc2)o1)Nc1ccc2c(c1)OCCO2,-3,2.5,-4,0,1,95,104,0,2
O=C(CNC(=O)c1ccc(-c2ccccc2)cc1)OCc1c(F)cccc1Cl,-1,-2.2,14,1,0,100,97,-12,0
CC(=O)Nc1ccc(-c2csc(NC=C3C(=O)OC(C)(C)OC3=O)n2)cc1,3,-13,6,4,0,100,126,3,2
COc1ccc(COC(=O)CN2C(=O)NC3(CCCC3)C2=O)cc1F,-2,-1.3,-1,4,1,105,106,5,4
Clc1cccc(Cl)c1CSc1nnc(-c2ccncc2)s1,0,3.0,19,0,7,99,108,8,-1
O=C(COC(=O)COc1cccc(C(F)(F)F)c1)NC(=O)NC1CCCCC1,-1,-1.9,14,0,-2,98,93,-7,-7
Cn1cccc1C(=O)NCc1ccc(S(N)(=O)=O)cc1,-1,-0.5,6,0,-1,102,101,3,3
CS(=O)(=O)N(CC(=O)N1CCCCCC1)c1cccc(Cl)c1Cl,1,1.6,2,0,-3,101,100,6,1
COc1ccc(CNC(=O)c2cc(-c3ccncc3)nc3c(C)cc(C)cc23)cc1OC,-3,-1.5,-5,2,1,98,93,-5,-9
COc1ccc(CCNC(=O)CCS(=O)(=O)c2ccc3nc(C)sc3c2)cc1OC,-3,1.7,-9,0,-3,99,105,6,4
C/C(=N\NC(=O)c1ccc(Cl)c(Cl)c1)c1cccc(NC(=O)C(C)C)c1,-4,-0.7,13,1,4,92,.,8,4
O=C(O)c1cc(Cl)c(Cl)cc1C(=O)Nc1cccc2ncccc12,-2,-2.6,-10,0,7,107,108,-1,6
CC1(C)OC(=O)N(NCc2ccccc2)C1(C)O (centres undefined),-1,-1.3,0,6,-4,98,102,0,-1
COCCNC(=O)C(c1ccc(C)cc1)N(Cc1ccccc1)C(=O)CCC(=O)Nc1ccccn1 (centres undefined),-1,0.0,21,2,-2,113,94,1,8
O=S(=O)(c1ccc(N2CCCC2)nc1)N1CCCC1,-2,1.3,-5,1,0,106,106,0,10
CCNC(=O)NC(=O)C(C)OC(=O)c1oc2ccc(OC)cc2c1C (centres undefined),-2,-0.6,5,3,8,103,108,2,2
O=C(OCC(=O)N1N=C(c2ccc(Cl)cc2)CC1c1ccco1)c1ccccc1O (centres undefined),-5,1.6,-4,0,-7,95,100,-4,-2
CC(C(=O)O)n1cc(Cl)cn1 (centres undefined),3,2.5,9,4,-1,91,104,6,3
CC(=O)N1[C@H](Cc2ccccc2)C=C[C@]1(C)C(=O)NCCc1c[nH]c2ccccc12,4,-0.3,.,.,-8,.,.,4,0
CCOCCCNC(=O)Cn1nc(-c2ccccc2)ccc1=O,-4,-0.4,2,0,-6,93,99,3,6
O=C(Nc1nncs1)C1CCCC1,5,.,-82,0,4,79,85,3,1
CCOc1ccc(CCNC(=O)C2=C(C)C(=O)OC23CCC(C)CC3)cc1OCC (centres undefined),-2,-2.4,4,0,3,98,100,2,4
